Bioassay records deposited in PubChem by several laboratories.
aDG glyco act = increases alpha dystroglycan glycosylation | activation, % at 10 µM | Pro5-aDG cells, alpha-DG glycosylation AlphaScreen (IIH6); 0% Pro5, 100% B10-LARGE cell signal | actives 0.22% (n = 360,000);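 active = activation of at least 8% versus controls, or a plate z-score of at least 8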;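 also: Pro5 are CHO cells carrying HIG-tagged alpha-DG that lacks glycosylation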
HIF-2a block = blocks HIF-2a reporter activity; 786-0 RCC cells HIF-2a reporter, luciferase luminescence, overnight; inhibition, % at 18.8 µM; actives 0.72% (n = 360,000); AID 624352;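 active = inhibition of the luminescence signal of 40% or more relative to plate controls, in a single-dose primary screen at 18.75 µM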
TWEAK-Fn14 inh = inhibitors of TWEAK-Fn14 interaction signaling; inhibition, % at 10 µM; TWEAK-stimulated Fn14 reporter cells, luciferase luminescence, 8 h; actives 2% (n = 360,000); in the data active = inhibition above about 50%
MITF TRPM1 inh = reduces MITF-dependent TRPM1 promoter luciferase signal. SK-MEL-5 TRPM1 promoter luciferase, 24 h. inhibition, % at 12.5 µM. actives 0.83% (n = 330,000). AID 488899;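 active = mean inhibition across replicates of 60% or more, whatever share of single replicates reaches that level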; also: values of inactives mirror those of a sister screen read the other way
CF NFkB inh = cystic fibrosis NF-kB activation inhibition. inhibition, % at 5 µM. KKLEB NF-kB-GFP reporter, PAF-induced, GFP fluorescence overnight. actives 0.86% (n = 360,000). AID 588850;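 active = at least 50% inhibition at 5 µM, scaled per plate between neutral and stimulator controls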;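 also: PAF is a Pseudomonas aeruginosa culture filtrate used as stimulus; plate controls were PAF-stimulated DMSO wells for no effect and unstimulated DMSO wells for full effect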
hiPSC survival = hiPSC single-cell survival enhancement. ATPlite luminescence; 100% = ROCK inhibitor wells, 0% = DMSO. survival enhancement, % at 20 µM. actives 0.044% (n = 360,000); in the data active = survival enhancement above about 18%;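 also: cells exposed to compounds for 16 hours before the ATP read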
NR2E3 ag-1 = agonists of human NR2E3 nuclear receptor; AID 602229; inhibition of corepressor binding, % at 3.98 µM; actives 0.35% (n = 360,000); CHO-S Gal4-NCOR/VP16-NR2E3 two-hybrid, luciferase;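 active = inhibition above the mean of all tested compounds plus 3 SD, cut at about 70% in these data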;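 also: 0% = DMSO with NR2E3 transfected cells and 100% = cells lacking NR2E3 construct; higher means lower luciferase signal from less NR2E3 corepressor binding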
Target sequence (Q9Y5X4 whole entry, looked up, the tested form may be a part): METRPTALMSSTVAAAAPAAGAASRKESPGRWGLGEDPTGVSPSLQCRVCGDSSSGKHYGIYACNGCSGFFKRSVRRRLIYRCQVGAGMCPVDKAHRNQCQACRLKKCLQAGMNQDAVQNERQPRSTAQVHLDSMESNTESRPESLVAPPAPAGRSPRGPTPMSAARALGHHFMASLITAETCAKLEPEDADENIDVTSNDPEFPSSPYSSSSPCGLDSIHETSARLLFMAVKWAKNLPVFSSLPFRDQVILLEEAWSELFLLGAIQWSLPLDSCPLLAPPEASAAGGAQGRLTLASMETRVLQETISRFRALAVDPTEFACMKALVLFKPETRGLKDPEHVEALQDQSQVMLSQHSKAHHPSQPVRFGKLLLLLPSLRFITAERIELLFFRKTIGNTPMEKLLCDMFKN
NR2E3 ag-2 = activates human photoreceptor nuclear receptor NR2E3. Q9Y5X4. GST-NR2E3/biotin-RetCOR TR-FRET, 1536-well. inhibition of corepressor binding, % at 4.78 µM. actives 0.12% (n = 320,000). AID 2300;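 active = percent inhibition above the cutoff of mean plus 3 SD of all tested compounds, set per screening campaign, cut at about 20% in these data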;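 also: 0% = DMSO wells and 100% = biotin wells as full block of FRET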
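System: GST-NR2E3 and biotin-RetCOR proteins; probe or stimulus: 7 nM biotin-RetCOR; doses: compound at 4.8 µM, single dose; schedule: Compound–protein incubation for 5 h at 4 °C; detection: time-resolved FRET; read-out: percent inhibition; controls: biotin wells as high control, 0.6% DMSO wells as low control; format: 1536-well plates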
KKLEB cytotox = counter-screen for CF NF-kB inhibitors: cytotoxicity | actives 0.36% (n = 360,000) | KKLEB CF airway cells viability, ATPlite luminescence, overnight; hits give low values; cells stimulated with P. aeruginosa culture filtrate | activity change (cytotoxicity), % at 5 µM;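 active = corrected activity change at or below -50% at 5 µM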
Shn3 inh set2 = reduces Shn3 3'UTR luciferase signal in osteoblasts; Clone20 osteoblast Shn3 3'UTR firefly luciferase, 24 h; inhibition, % at 12.5 µM; actives 0.52% (n = 360,000); AID 588674;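 active = mean inhibition of at least 75% with every replicate also reaching 75%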;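 also: 0% = median of neutral control wells and 100% = pilot-screen positive control compound; some compounds past the cut are filed as inactive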
Peg3 prom inh = inhibitors of Peg3 promoter. actives 1.7% (n = 360,000). inhibition, % at 20 µM. HeLa PEG-Prom luciferase reporter, luminescence, overnight;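 active = inhibition of at least 50% at 20 µM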
The depositor's hits bear a star; . = no result given.

SMILES | aDG glyco act | HIF-2a block | TWEAK-Fn14 inh | MITF TRPM1 inh | CF NFkB inh | hiPSC survival | NR2E3 ag-1 | NR2E3 ag-2 | KKLEB cytotox | Shn3 inh set2 | Peg3 prom inh
COc1ccc(CC(=O)OC(C)C(=O)Nc2c(C)n(C)n(-c3ccccc3)c2=O)cc1OC (centres undefined) | 0.1 | 5 | 12 | 5 | 0 | 0.9 | -10 | . | -6 | -9 | 7
c1ccc2c(N3CCCCC3)nc(N3CCOCC3)nc2c1 | 0.0 | 27 | -11 | 2 | -25 | -0.8 | 6 | 1 | -5 | -12 | 23
Cc1ccc(NC(=O)CCl)c(C)c1 | 0.8 | 6 | 8 | -2 | -24 | -0.4 | -30 | 3 | 3 | -10 | 6
O=C(Nc1ccccn1)c1ccc(S(=O)(=O)c2ccc(Cl)cc2)cc1 | 0.1 | 6 | -1 | -16 | 4 | 0.1 | -4 | -1 | 5 | 33 | 4
CCN(CC)C(=O)C1CCCN(c2ccc([N+](=O)[O-])cc2[N+](=O)[O-])C1 (centres undefined) | -0.3 | 22 | 0 | 17 | 11 | 3.5 | 8 | 3 | 2 | 82 | 4
CCn1c2ccccc2c2cc(NC(=O)C/C(C)=N/NC(=O)c3ccccc3N)ccc21 | 0.0 | -80 | 15 | -8 | -4 | 2.6 | -60 | 0 | -14 | -5 | -27
COc1ccc(CN2CCNC(=O)C2CC(=O)N(C)Cc2ccccn2)cc1OC (centres undefined) | 0.3 | 9 | 3 | 0 | 3 | -1.3 | 4 | 1 | 8 | -12 | 3
CCCn1nc(NC(=O)CC(C)C)c2cc3cccc(C)c3nc21 | 0.9 | 19 | 3 | -5 | 16 | -0.5 | 15 | 2 | -5 | -4 | 14
CC(=O)Nc1ccc(NC(=O)c2ccc(-n3c(C)ccc3C)cc2)cc1 | 0.0 | -2 | 11 | 12 | -9 | -1.7 | -8 | -5 | 10 | -6 | -40
CC[C@H](C)[C@@H](CNC)NC[C@@H](Cc1ccc(O)cc1)NCC(C)(C)C | -0.5 | 3 | -5 | -2 | -35 | -3.0 | -1 | 0 | -2 | 18 | -11
COc1ccc(C(=O)NCCNc2ccc([N+](=O)[O-])cc2)cc1 | 0.8 | 11 | -5 | -2 | 2 | -1.1 | 6 | -1 | 2 | 0 | 2
CC(C(=O)Nc1ccc(S(=O)(=O)N2CCOCC2)cc1)N1CCN(c2ccccn2)CC1 (centres undefined) | 0.3 | 13 | 15 | 10 | -7 | -0.2 | 7 | -3 | 2 | -23 | 9
COc1ccc(C2OCC(C)(C)CO2)cc1OC | 0.2 | 8 | 3 | 3 | -7 | -0.3 | -35 | . | -9 | -45 | -12
COc1ccc(C(=O)NC(=S)NC2CCSC2=O)cc1 (centres undefined) | -0.3 | -64 | -22 | -4 | 0 | 1.0 | -18 | -1 | 1 | -11 | -36
COc1ccc2cc(CN(CC3COCCO3)S(=O)(=O)c3ccc(Cl)cc3)c(=O)[nH]c2c1 (centres undefined) | 0.5 | -191 | -32 | -4 | 2 | 2.9 | -45 | -1 | -7 | -3 | -13
CCC(=O)N1CCCC1(C)C(=O)Nc1ccc2nc(C)ccc2c1 (centres undefined) | -0.2 | -2 | 27 | . | -12 | 2.0 | -8 | . | 6 | -17 | 6
CCOC1=C2[C@@H](CN(S(=O)(=O)c3ccc(C)cc3)[C@H]2c2ccccc2)[C@H]2C(=O)N(Cc3ccccc3)C(=O)[C@H]2C1 | -0.1 | 19 | 7 | . | -18 | -0.1 | -15 | . | 14 | 11 | 9
N#Cc1ccccc1OCCCNC1CCCC1 | 0.8 | 10 | -8 | 9 | -3 | 1.6 | -5 | -2 | 0 | -10 | 6
CCCCN1C(C(=O)Nc2ncccn2)=C(O)c2ccccc2S1(=O)=O | -0.1 | 21 | 3 | 5 | -5 | 0.0 | -13 | 3 | 1 | 1 | 16
O=C(CN1C(=O)NC2(CCCCCC2)C1=O)Nc1ccc2c(c1)CCC2 | -0.6 | 6 | -17 | -31 | -16 | 1.9 | 10 | 0 | -8 | -5 | 25
Cc1onc(-c2ccccc2Cl)c1C(=O)Nc1nnc(-c2ccc(Cl)cc2Cl)s1 | 0.2 | -7 | 3 | -4 | 18 | -1.3 | -27 | 1 | 5 | -14 | 8
CCC(CO)Oc1cc(NC(=O)Cc2ccccc2)c2ncn(C(C)C)c2c1 (centres undefined) | -0.1 | 12 | 6 | 7 | -4 | 1.6 | -12 | . | 12 | -3 | 8
S=c1[nH]nc(-c2cccnc2)n1/N=C/c1ccco1 | 0.0 | 11 | -18 | 0 | -11 | -0.1 | -3 | 3 | 6 | 10 | 9
Cc1no[n+]([O-])c1COc1cccc(/C=N/Nc2nncn2N)c1 | 0.2 | 4 | -5 | 8 | -21 | 1.0 | 3 | 0 | 14 | -21 | 17
Cc1ccc(CNc2ncnc3[nH]ncc23)cc1 | 0.4 | 4 | 38 | -4 | 5 | 5.5 | 6 | . | -11 | 15 | 10
NC(=O)c1nsc(C(=O)N(CC(=O)NCc2ccc3c(c2)OCO3)C2CCCC2)c1N | -0.2 | 10 | -10 | 5 | 2 | -2.7 | -43 | 4 | 4 | 14 | 2
O=[N+]([O-])/C=C1\CCCCCN1 | 0.0 | 20 | -8 | -4 | 8 | -0.6 | -30 | -2 | -2 | 18 | 22
CC1=NN(c2ccc(C(=O)OC(C)C)cc2)C(=O)/C1=C\C=C\c1ccco1 | -0.1 | -7 | 8 | 14 | -42 | 1.5 | -16 | -2 | 14 | -6 | 0
CC1ON=C(c2cccc3ccccc23)N(C)C1=O (centres undefined) | 0.2 | 0 | -17 | . | -1 | -1.3 | 3 | . | -15 | -15 | -6
C/C(=N/O)c1c(O)c(C)c(-c2ccccc2)n(-c2ccccc2)c1=O | -0.2 | 9 | -4 | 1 | 2 | 3.3 | 2 | 2 | 11 | 2 | 3
CCCCC(=O)N(C)c1c(C)nc2ccc(C(=O)N(C)CCN(C)C)cn12 | -0.1 | -3 | -3 | . | -21 | -0.4 | -21 | . | 7 | 2 | -8
CCN(C(=O)Cn1cnc2c1c(=O)n(C)c(=O)n2C)C1CCCCC1 | 0.1 | 12 | 12 | 8 | -34 | -0.4 | 4 | 8 | 8 | -9 | 9
CCOc1ncccc1C(=O)N(CC)CC(=O)Nc1ccc(NC(C)=O)cc1 | -0.4 | 16 | -1 | 12 | -4 | -0.8 | -3 | 2 | 10 | -7 | 14
CN1CCc2c(sc(N)c2C(=O)c2ccc(Cl)cc2)C1 | 1.7 | -50 | 1 | -13 | -4 | 0.1 | -1 | 0 | 1 | -19 | -15
COc1ccc(C2=NN(C(=O)CSc3ncccn3)C(c3ccc(C)cc3)C2)cc1 (centres undefined) | 0.1 | 17 | 0 | -10 | 0 | 2.9 | 12 | -2 | 1 | 33 | 20
Cc1nc(CC(C)C)cc(C(=O)N2CCCC(Nc3ccc(C)c(C)c3)C2)n1 (centres undefined) | -0.4 | 5 | 9 | 4 | -3 | 0.3 | -26 | 0 | 3 | 4 | 11

Four compounds from above, arranged by count of non-hydrogen atoms, largest number first.
SMILES | aDG glyco act | HIF-2a block | TWEAK-Fn14 inh | MITF TRPM1 inh | CF NFkB inh | hiPSC survival | NR2E3 ag-1 | NR2E3 ag-2 | KKLEB cytotox | Shn3 inh set2 | Peg3 prom inh
COc1ccc(C2=NN(C(=O)CSc3ncccn3)C(c3ccc(C)cc3)C2)cc1 (centres undefined) | 0.1 | 17 | 0 | -10 | 0 | 2.9 | 12 | -2 | 1 | 33 | 20
Cc1nc(CC(C)C)cc(C(=O)N2CCCC(Nc3ccc(C)c(C)c3)C2)n1 (centres undefined) | -0.4 | 5 | 9 | 4 | -3 | 0.3 | -26 | 0 | 3 | 4 | 11
CCN(C(=O)Cn1cnc2c1c(=O)n(C)c(=O)n2C)C1CCCCC1 | 0.1 | 12 | 12 | 8 | -34 | -0.4 | 4 | 8 | 8 | -9 | 9
CN1CCc2c(sc(N)c2C(=O)c2ccc(Cl)cc2)C1 | 1.7 | -50 | 1 | -13 | -4 | 0.1 | -1 | 0 | 1 | -19 | -15

(listing goes on)
SMILES | aDG glyco act | HIF-2a block | TWEAK-Fn14 inh | MITF TRPM1 inh | CF NFkB inh | hiPSC survival | NR2E3 ag-1 | NR2E3 ag-2 | KKLEB cytotox | Shn3 inh set2 | Peg3 prom inh
O=C1CCC(C(=O)Nc2cccc(Oc3ccccc3)c2)=NN1 | 0.0 | -47 | -15 | -6 | -9 | -0.5 | -22 | 1 | 3 | -9 | -44
Cc1cccc(OCC(=O)N(Cc2ccco2)c2c(N)n(Cc3ccccc3)c(=O)[nH]c2=O)c1 | -0.1 | 12 | 16 | 5 | 3 | -0.5 | 2 | -2 | 9 | 8 | 5
c1ccc(CO/N=C(\c2ccc(C3CC3)nc2)C2CC2)cc1 | 0.2 | -32 | -39 | -12 | -6 | 0.7 | -3 | 1 | -4 | -6 | -21
CS(=O)(=O)c1ccc(Cl)c(NC(=O)COC(=O)C23CC4CC(CC(C4)C2)C3)c1 | 0.1 | 3 | 4 | 0 | 9 | 0.2 | 2 | 0 | -12 | -13 | -10
Nc1n[nH]c(-c2ccc(Br)cc2)c1Cl | -0.1 | -40 | 26 | 6 | 1 | -1.2 | -1 | -1 | -9 | -17 | -47
CCOc1cc(C2NC(=O)CCC2[N+](=O)[O-])cc(Br)c1OCC (centres undefined) | 0.1 | 14 | -2 | 6 | -12 | 0.0 | -7 | -2 | 8 | 17 | 16
COC(=O)c1ccc(COC(=O)CNC(=O)CNC(=O)c2ccc(OC)cc2)cc1 | 0.0 | -3 | 3 | -3 | -24 | 0.8 | -3 | -2 | 7 | -26 | -14
CCCCN1C2CCCC1CC(NC(=O)c1cccc(OC)c1)C2 (centres undefined) | 0.3 | 11 | 7 | -1 | 4 | -0.3 | -11 | 0 | 7 | -3 | 2

Reformatted: entries from further up
> CCCCC(=O)N(C)c1c(C)nc2ccc(C(=O)N(C)CCN(C)C)cn12
  aDG glyco act: -0.1
  HIF-2a block: -3
  TWEAK-Fn14 inh: -3
  MITF TRPM1 inh: .
  CF NFkB inh: -21
  hiPSC survival: -0.4
  NR2E3 ag-1: -21
  NR2E3 ag-2: .
  KKLEB cytotox: 7
  Shn3 inh set2: 2
  Peg3 prom inh: -8

> CC[C@H](C)[C@@H](CNC)NC[C@@H](Cc1ccc(O)cc1)NCC(C)(C)C
  aDG glyco act: -0.5
  HIF-2a block: 3
  TWEAK-Fn14 inh: -5
  MITF TRPM1 inh: -2
  CF NFkB inh: -35
  hiPSC survival: -3.0
  NR2E3 ag-1: -1
  NR2E3 ag-2: 0
  KKLEB cytotox: -2
  Shn3 inh set2: 18
  Peg3 prom inh: -11

> Cc1onc(-c2ccccc2Cl)c1C(=O)Nc1nnc(-c2ccc(Cl)cc2Cl)s1
  aDG glyco act: 0.2
  HIF-2a block: -7
  TWEAK-Fn14 inh: 3
  MITF TRPM1 inh: -4
  CF NFkB inh: 18
  hiPSC survival: -1.3
  NR2E3 ag-1: -27
  NR2E3 ag-2: 1
  KKLEB cytotox: 5
  Shn3 inh set2: -14
  Peg3 prom inh: 8
